Compound activity deposited in PubChem BioAssay by several laboratories.
HSP90 refold inh: HSP90 inhibitors, primary screen, cell lysate, luminescence | AID 1789, 2009 | inhibition, % at 5.6 µM | Rabbit reticulocyte lysate, luciferase refolding luminescence, 3 h | 290,000 compounds, 0.91% hits | Heat shock protein HSP 90 (rabbit reticulocyte lysate; luciferase refolding);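 active = inhibition above the screen-wide mean plus 3 SD, computed separately per campaign, cut at about 16% in these data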;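 note: 0% = DMSO wells and 100% = 60 µM geldanamycin wells; inhibitors lower the luminescence because luciferase stays unfolded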
IEC-6 cytotox: cytotoxicity in IEC-6 intestinal epithelial cells, primary screen, cytotoxicity control for KLF5 inhibitor project, cell-based, luminescence; IEC-6 cytotoxicity, luminescence viability; 290,000 compounds, 0.78% hits; inhibition, % at 5 µM; in the data active = inhibition above about 22%;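 note: 0% = plate median of test compound wells and 100% = cytotoxic reference compound wells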
HSF-1 act: HSF-1 activators, primary screen, NIH3T3-HGL cells, MG132 stress, luminescence, single point. activation, % at 9 µM. 300,000 compounds, 1.7% hits. NIH3T3-HGL HSF-1 luciferase reporter, 8 h; 100% = twice DMSO control signal;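 active = mean replicate activation of at least 50% with a set share of replicates each reaching 50%; inconclusive = only one of those two conditions met; inactive = mean below 50% and too few replicates reaching it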;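 note: 0% = median of the neutral control wells and 100% = twice that signal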
HSF1 inh: HSF1 inhibitors in luciferase reporter cells, primary screen, cell-based, NIH3T3, luminescence; NIH3T3-HGL HSE-luciferase, MG132-induced, luminescence 8 h; stronger effect = lower value; activity change, negative = inhibition, % at 7.5 µM (by protocol); 300,000 compounds, 0.77% hits;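 active = more than half of replicate wells show activity change below -50%, luminescence cut by over half; inconclusive = some wells, but at most half, below -50%; inactive = no replicate well below -50%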;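 note: luciferase reports HSF-1 transcriptional activity via heat shock element; 0% = median of DMSO wells and -100% = zero luminescence signal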
AI-2 QS modul: Vibrio harveyi AI-2 quorum sensing modulators, primary screen, JMH597 strain, luminescence/OD600 ratio. Vibrio harveyi JMH597 AI-2 luminescence/OD600 ratio, 9 h; stronger effect = lower value; strain lacks LuxN and CqsS sensors; 0 = neutral-control median. activity change, % at 7.5 µM. 300,000 compounds, 0.4% hits; in the data active = activity change below about -75%, passing the limit was not always enough; inconclusive = no clear call, values can overlap the other calls;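 note: luminescence divided by OD600 gain over 9 h not by final OD600 alone; inactives centre near 13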
Platelet DG rel: inhibitors of platelet dense granule secretion, primary screen, cell-based, MLPCN, human platelets. human platelet-rich plasma, SFLLRN dense granule ATP release, luminescence. inhibition, %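 (compounds screened at 7.5 µM in platelet-rich plasma)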. 300,000 compounds, 0.22% hits. AID 1663, 2009;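 active = mean replicate score, as percent of positive control, at or above 50; inconclusive = mean below 50 but at least one replicate at or above 50; inactive = mean and every replicate below 50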
aSyn UTR inh: MLPCN primary screen, SNCA 5' untranslated region. alpha-synuclein 5'UTR reporter, inhibitor activity. inhibition, % (tested at 7.5 µM). 300,000 compounds, 0.82% hits. AID 1813, 2009; in the data active = inhibition above about 60%; inconclusive = no clear call, values can overlap the other calls;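 note: H4 neuroglioblastoma cells stably carrying SNCA 5'UTR luciferase fusion; 0% = DMSO wells and 100% = positive control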
HDAC3 inh: HDAC3 deacetylase inhibitors, primary screen, biochemical, fluorescence, cell-free homogeneous; AID 2718, 2010; 320,000 compounds, 0.15% hits; inhibition, % at 8.3 µM; recombinant HDAC3, fluorogenic peptide/trypsin coupled; in the data active = inhibition above about 26%, passing the limit was not always enough; inconclusive = no clear call, values can overlap the other calls
Target sequence (O15379 whole entry, looked up): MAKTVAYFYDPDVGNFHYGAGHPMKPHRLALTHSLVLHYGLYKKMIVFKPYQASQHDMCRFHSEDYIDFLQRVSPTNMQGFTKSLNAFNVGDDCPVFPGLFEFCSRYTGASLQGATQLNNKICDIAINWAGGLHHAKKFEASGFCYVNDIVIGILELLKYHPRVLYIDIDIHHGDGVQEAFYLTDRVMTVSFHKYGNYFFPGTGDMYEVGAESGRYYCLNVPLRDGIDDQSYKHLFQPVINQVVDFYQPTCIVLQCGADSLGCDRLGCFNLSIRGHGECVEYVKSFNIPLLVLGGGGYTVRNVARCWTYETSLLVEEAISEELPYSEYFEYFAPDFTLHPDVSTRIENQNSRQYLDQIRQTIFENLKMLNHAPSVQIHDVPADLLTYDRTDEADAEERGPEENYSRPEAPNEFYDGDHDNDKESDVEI
HIF activator: HIF pathway transcriptional activators, primary screen, cell-based, U2OS HRE-luciferase, luminescence | U2OS HRE-luciferase reporter; normalized: DMSO 0%, desferrioxamine 100% | 300,000 compounds, 0.32% hits | activation, % at 7.5 µM (by protocol) | AID 1910, 2009;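 active = mean activation of at least 10% of the iron chelator positive control signal, with at least half of replicates also reaching 10%; inconclusive = mean and replicate majority disagree about reaching 10%; inactive = mean and most replicates under 10%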
KLF5 inhibitor: KLF5 expression inhibitors, primary screen, DLD-1 cells, luminescence; 290,000 compounds, 0.23% hits; inhibition, % at 5 µM; DLD-1 KLF5 promoter-luciferase reporter;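 active = inhibition above a per-plate limit of that plate's mean compound inhibition plus 3 SD, cut at about 60% in these data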;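 note: 0% = DMSO wells and 100% = LY294002 at 200 µM; higher means less KLF5 promoter-driven luciferase light; inactives centre near -14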
Numbers without * were called inactive; ? = inconclusive; . = not tested or not shown.

SMILES	HSP90 refold inh	IEC-6 cytotox	HSF-1 act	HSF1 inh	AI-2 QS modul	Platelet DG rel	aSyn UTR inh	HDAC3 inh	HIF activator	KLF5 inhibitor
CNc1ccc2c3c(cccc13)C(=O)N(C)C2=O	-1	4	1	-2	19	3	-11	7	-1.8	-48
CCOc1cc(CN2CCCCCC2)ccc1OC	-2	-2	-1	-3	23	2	5	-4	-1.2	-20
CNS(=O)(=O)c1ccc(NC(=O)c2cc(-c3ccncc3)nc3ccc(Cl)cc23)cc1	4	13	2	4	27	-2	-98	-3	-0.5	-17
O=C(Cc1ccc(S(=O)(=O)N2CCOCC2)s1)NCCOc1ccccc1	.	.	-2	0	11	12	5	?	0.1	.
Cc1ccc(NC(=O)CN(C)C(=O)CNC(=O)c2cccs2)cc1	.	.	-1	-5	13	2	-14	1	0.1	.
Cc1cccc(NC(=O)Nc2ccc(C)c(C)c2)n1	3	1	46	14	15	15	-120	11	6.7	-50
N#Cc1c(-c2ccc(Br)cc2)cc(-c2cccnc2)nc1N	2	-2	-15	-2	16	6	13	3	-0.1	9
Cc1ccc(Sc2c(C)[nH]n(C(C)(C)C)c2=O)cc1	-1	-1	-2	-3	5	6	-12	-7	-0.2	-30
COC(=O)c1c[nH]n2c(=O)c(Cl)c(C)nc12	1	0	5	2	15	3	-16	-10	0.4	-5
Cc1ccc(CC(=O)Nc2ccc(F)c([N+](=O)[O-])c2)cc1C	-2	-3	2	0	-11	-2	-2	9	-0.4	-16
COc1ccc(-n2ccc(-c3nn(-c4cccc(C(F)(F)F)c4)ccc3=O)n2)cc1	0	-2	3	1	19	3	31	10	-0.8	-14
O=C(c1ccc(Cn2cc(Br)cn2)o1)N1N=C(C(F)F)CC1(O)C(F)F (stereo not drawn)	1	0	5	-1	28	-6	1	6	4.2	0
O=C(O)CC/C(=N\Nc1ccc(Cl)cc1)c1cccs1	2	7	17	4	4	2	37	5	-0.5	-48
O=c1c2ccccc2oc2nc3n(c(=O)c12)CCCS3	1	-2	25	10	20	7	3	1	0.1	16
CC(Sc1nc2ccccc2[nH]1)C(=O)Nc1ccc2c(c1)OCCO2 (stereo not drawn)	1	1	13	12	-2	6	-1	-2	2.9	0
O=c1c2ccccc2c(-c2ccccc2)nn1Cc1ccc(Cl)cc1	2	6	-3	9	9	19	25	3	-0.4	-45
COc1cccc(-n2ccnc2SCC(=O)Nc2ccccc2)c1	-1	2	3	3	1	3	15	3	0.2	-29
CCCCN(C(=O)c1ccccc1Br)C1CCS(=O)(=O)C1 (stereo not drawn)	.	.	0	-1	18	2	8	-1	0.4	.
Cc1cc(C)n(CC(=O)Nc2ccc(N3CCOCC3)c(Cl)c2)c(=O)c1C#N	0	-1	-13	-8	32	10	12	8	-0.4	14
COc1cc(C2OC(c3cc(OC)c(OC)c(OC)c3)C(C)C2C)cc(OC)c1OC (stereo not drawn)	1	3	13	2	6	0	7	1	0.4	-51
COC(/C=C/Nc1ccc(Br)cc1)=C(C#N)C#N	-1	2	0	-4	0	8	-41	-1	-0.4	-11
O=C(NCCO)NC(=S)c1ccccc1	-3	-5	4	-4	16	-2	-8	0	0.3	-20
COc1cccc(NS(=O)(=O)c2cc3c(cc2C)NC(=O)CO3)c1	-4	12	-1	0	15	16	-6	.	-0.2	0
CC1N(C)c2cc(NC(=O)c3ccco3)ccc2C1(C)C (stereo not drawn)	10	7	7	9	8	-6	-81	2	2.8	-105
COc1ccc(-c2nc(CS(=O)CC(=O)NCc3ccc4c(c3)OCO4)c(C)o2)cc1 (stereo not drawn)	2	1	5	2	41	-1	-11	1	-0.2	7

Other records
SMILES	HSP90 refold inh	IEC-6 cytotox	HSF-1 act	HSF1 inh	AI-2 QS modul	Platelet DG rel	aSyn UTR inh	HDAC3 inh	HIF activator	KLF5 inhibitor
O=C(CCNC(=O)c1ccc([N+](=O)[O-])cc1)NCCc1ccc(Cl)cc1	1	-3	13	1	-1	-7	2	3	-0.2	-18
N#C/C(=C\c1ccc(-c2ccc([N+](=O)[O-])cc2Br)o1)C(=O)N1CCN(c2ccccc2)CC1	-5	2	.	.	10	12	-26	3	-0.2	-1
COc1ccc([N+](=O)[O-])cc1NC(=O)c1ccco1	1	-3	1	0	9	4	-27	1	-0.7	-13
Cc1ccc(Cn2nnc3c(=O)[nH]c(C4CCN(S(=O)(=O)c5ccccc5)CC4)nc32)cc1	-1	-8	-1	4	30	-8	7	1	0.2	-14
COc1cccc(C(O)c2nccn2Cc2ccccc2)c1OC (stereo not drawn)	-2	5	-9	1	22	2	16	-9	0.0	-28
CCOC(=O)C1CCCN(S(=O)(=O)c2cc3[nH]c(=O)c(=O)[nH]c3cc2C)C1 (stereo not drawn)	1	2	48	12	35	3	-4	2	-0.1	-16
Cc1ccccc1Nc1c(N)c(=O)oc2ccccc12	-1	2	1	-14	26	-1	21	1	-0.8	-30
O=c1c(-c2ccc3c(c2)OCCO3)c(C(F)(F)F)oc2cc(O)cc(O)c12	0	-6	21	-5	17	-6	-20	5	-0.2	-33
CCOc1ccccc1C(=O)OCC(=O)NCC1CCCCC1	.	.	-14	3	8	1	9	-4	-0.3	.
CCOC(=O)c1cc(CC)sc1/N=C/C1=C(O)CC(C)(C)CC1=O	-5	3	15	3	29	-17	.	2	0.3	-9
CCCCc1cc(=O)oc2c(CN3CCN(C)CC3)c(O)ccc12	-1	1	11	0	0	-1	11	-185	1.1	3
COC(=O)c1ccc2c(c1)N(Cc1ccccc1F)C(=O)c1ccccc1S2=O (stereo not drawn)	-4	5	2	2	34	12	-13	0	-0.2	-4
CC(NC(=O)Cc1ccc(F)cc1)c1ccccc1 (stereo not drawn)	0	0	-3	-9	9	.	8	5	-0.3	-3
O=C(COC(=O)/C=C/c1ccccc1)NCCNC(=O)COC(=O)/C=C/c1ccccc1	.	.	-6	-3	.	0	8	-4	0.0	.
CC(OC(=O)c1cc2sccc2n1C)C(=O)NCC1CCCO1 (stereo not drawn)	1	2	4	5	17	4	32	8	0.1	0
Nc1nc(SCC(=O)NN(c2ccccc2)c2ccccc2)n[nH]1	4	4	0	-3	20	-4	12	6	-0.1	-2
CCOC(=O)N1CCN(C(=O)c2ccc3c(c2)N(Cc2ccc(C)cc2)CCS3)CC1	4	-1	10	16	9	-2	-8	-5	-1.0	-18
COc1ccc(-c2nnc(SCC(=O)NCc3cccs3)n2C(C)C)cc1	3	3	-2	-9	-10	5	23	2	-0.4	-17
CCS(=O)(=O)Nc1c(C(=O)OC)[nH]c2ccccc12	0	4	-3	-1	-7	1	1	12	-0.3	-9
CCCCCCOc1ccc(NC(=O)CC2C(=O)N(CC)C(=S)N2Cc2ccco2)cc1 (stereo not drawn)	2	11	-8	-1	-1	15	5	0	-0.2	-2
COC(=O)c1c(C)[nH]c(C(=O)/C=C/c2cccc(Cl)c2)c1C	-4	-3	356*	267	-8	-10	-232	2	4.7	-6
CCOc1ccccc1C(=O)OCC(=O)Nc1ccc(N2CCCCC2)cc1	1	0	-4	-3	13	-5	-47	0	-0.2	-29
O=C(NC1CCCCC1)C(c1ccncc1)N(C(=O)Cn1nnc(-c2cccs2)n1)C1CCCC1 (stereo not drawn)	2	4	.	.	.	.	.	6	.	-7
Cc1ccc(N(Cc2ccc(C(=O)Nc3ccccc3C(=O)NCc3ccco3)cc2)S(C)(=O)=O)cc1C	0	0	87*	42	0	-1	33	5	0.0	-11
Cn1c(NC(=O)c2ccccc2)c(-c2cccs2)c(=O)c2ccccc21	4	1	-3	-6	24	11	-12	1	0.0	-4

(further entries)
SMILES	HSP90 refold inh	IEC-6 cytotox	HSF-1 act	HSF1 inh	AI-2 QS modul	Platelet DG rel	aSyn UTR inh	HDAC3 inh	HIF activator	KLF5 inhibitor
CC(C)c1ccc(NS(=O)(=O)c2cn(C)c(=O)n(C)c2=O)cc1	-6	-17	-4	-2	37	-2	9	.	-0.6	-8
CSc1nncc(/C(C)=N\Nc2ccccc2C)n1	1	-2	24	7	5	-50	-81	7	1.0	-24
CCOC(=O)N1CCN(S(=O)(=O)c2ccc(C(=O)NNc3nc4c(C)cc(C)cc4s3)cc2)CC1	-3	0	-2	-5	30	-9	71*	3	?	9
COc1cccc(C(=O)NNC2=C(C(=O)C(F)(F)F)CCC2)c1	1	12	-4	-4	16	5	-23	4	0.8	-21
O=C(Cc1ccccc1)NNC(=O)C1CC=CCC1 (stereo not drawn)	2	-7	-7	-6	15	1	9	-9	-0.2	12
OCCN1CCOCCOCCN(CCO)CCN(CCO)CC1	-3	4	5	-5	2	5	7	3	-1.3	-62
O=C(CSc1nc2ccccc2c(=O)n1CC1CCCO1)NCC1CCCO1 (stereo not drawn)	-1	-1	21	-3	18	-1	15	-9	-1.2	-8
COCCN(C(=O)COC(=O)c1cccc2ccccc12)c1c(N)n(Cc2ccccc2)c(=O)[nH]c1=O	-1	9	18	-4	-5	-2	6	-1	-1.6	-11
Cc1cccc(NC(=O)CCS(=O)(=O)c2ccc3c(c2)oc(=O)n3C)c1	-5	-3	-4	1	12	2	8	3	1.0	-10
CCn1c(=O)n(CC)c2cc(S(=O)(=O)N3CCOCC3)ccc21	-1	3	-2	-5	12	-3	-3	-2	0.2	-9
Cc1ccc(-c2[nH]ncc2/C=C(\C#N)C(=O)NC2CCCCC2)cc1	2	22*	2	2	15	1	56	21	-2.1	13
Cn1c(CCN2CCCCC2)nc2cc(NC(=O)COc3ccccc3)ccc21	-1	-2	58*	54	21	-1	5	-2	1.9	-26
CN(C)S(=O)(=O)N1CCC(Oc2cccc(C(=O)NC3CCCCC3)c2)CC1	0	1	4	-9	9	4	22	8	0.3	-15
c1ccc(CN2CCN(Cc3c[nH]c4ccccc34)CC2)cc1	-5	-2	-6	1	16	2	0	-3	-1.1	-14
O=C(CCS(=O)(=O)c1ccccc1)Nc1ccc(S(=O)(=O)Nc2ncccn2)cc1	-4	-15	-5	-4	36	-1	-1	-5	-0.2	-16
COc1ccc(N2CCN(C(=O)c3ccc4c(=O)n(CC5CCCO5)c(=O)[nH]c4c3)CC2)cc1 (stereo not drawn)	4	5	-6	-7	0	4	9	6	-0.7	-4
O=C(NC(=S)N1CCN(c2ccccn2)CC1)c1ccco1	-4	-3	.	.	6	-3	-13	6	0.3	-8
Cc1ccc(S(=O)(=O)NC(=O)Nc2cccc([N+](=O)[O-])c2)cc1	-4	5	18	9	2	-15	4	-2	0.9	-9
Cc1ccc(C2=NN(C(=O)CNCCO)C(c3cccs3)C2)cc1 (stereo not drawn)	-4	-2	40	17	8	-7	-47	3	1.4	-15

The order is random, and some 5% of all compounds hit somewhere here.
